Assay outcomes from PubChem BioAssay.
S3 lipid droplet: qHTS Assay for Lipid Storage Modulators in Drosophila S3 Cells; Drosophila S3 cells, BODIPY lipid droplet fluorescence, 18-24 h; cells fed with added oleic acid; Potency in µM for hits, for the others lipid storage change, negative = inhibition, % at the top dose, mostly 46.1 µM; 320,000 compounds, 0.64% hits; active = well fitted inhibition curve with a large enough effect in the signal ratio, with a control signal flat, not every such curve was filed as active; inconclusive = small, poorly fitted or top-dose-only effect, or effect the other way, or a change in a side signal; the % refers to the signal ratio
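Laser-scanning cytometry quantifies lipid droplet accumulation (500–530 nm total intensity; droplet/cell object ratio) in oleic acid-fed (400 uM added) Drosophila S3 cells treated with a concentration series. 20 uM Triacsin C defined 100% inhibition.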
S3 lipid droplet cell count max: second read-out of S3 lipid droplet, no call of its own (marks repeat the call); cell number change, %; measured here: cell count max response;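 cells counted by Cell Tracker Red CMTPX staining in the red channel; peak over a dose series mostly up to 46.1 µM; percent activity relative to internal control wells on each plate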
Starred values were filed as active, the others as inactive; i = inactive; ? = inconclusive; / = not tested or not shown; [ ] = remark or other dose. % is scaled to controls: 0 for no effect and ±100 for the full control effect; potency is read from the fitted curve at half-maximal effect. An excerpt. The share of hits here may be higher or lower than overall.

SMILES | S3 lipid droplet | S3 lipid droplet cell count max
CCn1c(C)nc2cc(C(=O)NNS(=O)(=O)c3ccc(C)c(C)c3)ccc21 | ? | /
CNC(=O)Nc1cccc2cccnc12 | 0% | -7
CC(C)NC(=O)/C(=C/c1ccco1)c1ccccc1 | ? | /
COc1cc(NC(=O)Cc2ccccc2)c(C(=O)O)cc1OC | ? | /
Cc1ccc(C(O)(COC(=O)C(C)C)COC(=O)C(C)C)c(O)c1 | -24% | -1
O=C(CNC(=O)N1CC(=O)Nc2ccccc21)NCc1ccccc1Cl | i | 19
CS(=O)(=O)N(Cc1ccccc1)c1ccccc1C(=O)Nc1ccccc1C(=O)NCc1ccco1 | ? | /
Cc1ccc(S(=O)(=O)NCCC(=O)Nc2ccc(C)c(Cl)c2)cc1C | 11% | /
CCCN1C(=O)COc2ccc(-c3n[nH]c(=O)c4ccccc34)cc21 | 4% | -3
COC(=O)CSc1nnc(-c2ccccc2OC)n1-c1ccc(C)cc1 | ? | /
CS(=O)(=O)N1CCN(C(=O)Nc2ccccc2)CC1 | ? | /
Cc1nnsc1C(=O)Nc1ccccc1 | 3% | /
COc1cc(NC(=O)Cc2c(C(=O)O)n(C)c3ccccc23)cc(OC)c1OC | 4% | 15
Cc1cc([N+](=O)[O-])cc2c1NCC1CC=CC21 (stereo not drawn) | ? | /
CCOC(=O)N1CCC2(CC1)C(C#N)=C(N)Oc1c2sc2nc(C)cc(C)c12 | ? | /
COc1ccc(COC(=O)CCS(=O)(=O)c2ccc(C)cc2)cc1F | ? | /
CCn1ncc(C2=NOC(C(=O)Nc3ccc4c(c3)OCO4)C2)c1C (stereo not drawn) | ? | /
CCCCCC1=NN2C(=O)CC(=O)N=C2S1 | -20% | -10
CCC(C)NC(=O)c1cc(CC(C)C)on1 (stereo not drawn) | 5% | -1
c1ccc(C2Nc3ccccc3-c3nc4ccccc4n32)nc1 (stereo not drawn) | 4% | -2

One compound at a time (already shown). Order of values: S3 lipid droplet, S3 lipid droplet cell count max
`c1ccc(C2Nc3ccccc3-c3nc4ccccc4n32)nc1` (stereo not drawn) across the screens: 4%, -2
`Cc1ccc(C(O)(COC(=O)C(C)C)COC(=O)C(C)C)c(O)c1` across the screens: -24%, -1
`CNC(=O)Nc1cccc2cccnc12` across the screens: 0%, -7
`CC(C)NC(=O)/C(=C/c1ccco1)c1ccccc1` across the screens: ?, /
`COc1cc(NC(=O)Cc2c(C(=O)O)n(C)c3ccccc23)cc(OC)c1OC` across the screens: 4%, 15

Next entries:
SMILES | S3 lipid droplet | S3 lipid droplet cell count max
Brc1ccc(/C=N/N2CCN(C3c4ccccc4-c4ccccc43)CC2)s1 | ? | /
CC1CC(C)CN(S(=O)(=O)N2CCCC(C(=O)NCCc3ccccc3)C2)C1 (stereo not drawn) | ? | /
CCCc1nnc2n1N=C(c1ccc([N+](=O)[O-])cc1)CS2 | ? | /
CCOC(=O)Cn1c(-c2ccccc2)cc(SC)c(C#N)c1=O | ? | /
CCOc1ccc(CNc2ccc(N3CCOCC3)c(C(=O)O)c2)cc1 | ? | /
Cn1cccc1/C=C1\CCC/C(=C\c2cccn2C)C1=O | ? | /
CCn1c(=O)c(=O)[nH]c2cc(C(=O)NCC3CCCCC3)ccc21 | i | /
Cc1ccc(-c2nc(C)sc2CC(=O)NCc2ccco2)cc1 | 15% | -14
COC(=O)c1c(N)sc(C(=O)N2CCOCC2)c1C | i | 8
CC(=O)Nc1ccc(S(=O)(=O)N2CCN3CCCC3C2)cc1 (stereo not drawn) | ? | /
CCN1CCCc2cc(CN(CCN3CCOCC3)C(=S)Nc3ccccc3OC)ccc21 | 14%[9.22 µM] | /
Cc1cc(C)nc(SCc2nnc(SCC(=O)Nc3c(C)cccc3C)o2)n1 | 8% | 5
CCC(CC)N1CCN(CCc2ccccc2)C(CCO)C1 (stereo not drawn) | 2% | -29
CCSc1nc2c(sc3nc(C)cc(C)c32)c(=O)[nH]1 | ? | /
CCC(C)N(C(=O)C(F)(F)F)C(C(=O)NC1CCCCC1)c1ccncc1 (stereo not drawn) | 2% | -2
O=C(Oc1ccc2ccc(O)cc2c1)c1ccccc1Cl | -3% | -22
CC(C)(C)OC(=O)NCC(=O)NCC(=O)OCc1ccccc1 | 11% | 5
CC(=O)NN1C(=O)/C(=C/c2ccc(Br)o2)SC1=S | ? | /
O=C(CC1CCCCC1)NCc1ccccc1 | 18% | 7
O=c1[nH]nc(CNc2ccc(C(F)(F)F)cc2)c2ccccc12 | ? | /
COc1ccc(NC(C)=O)cc1NC(=O)c1cccc(S(=O)(=O)N2CCc3ccccc32)c1 | ? | /
Cc1ccc(-c2nc(N)n(C(=O)Cc3ccccc3)n2)cc1 | ? | /
CCN(CC)CCNC(=O)C12CC3CC(C)(CC(C)(C3)C1)C2 | ? | /
CCC(=O)O[C@@H]1CC(=O)O[C@H](C)CC=CC=C[C@@H](O)[C@H](C)C[C@H](CC=O)[C@H](O[C@H]2O[C@H](C)[C@@H](O[C@H]3C[C@@](C)(O)[C@@H](OC(=O)CC)[C@H](C)O3)[C@H](N(C)C)[C@H]2O)[C@H]1OC | -5% | -6
Cc1cc(C)c(OCC(=O)OC(C)C(=O)N2CCc3ccccc32)c(C)c1 (stereo not drawn) | ? | /
COc1ccc2nc(NC(=O)CSc3nnc(N)s3)sc2c1 | -10% | -14
O=C(Nc1cccc(/C=C/c2ccccn2)c1)c1ccc(-n2cncn2)c([N+](=O)[O-])c1 | i | 36
Cc1ccc(-c2nn(C)c(=O)c3ccccc23)cc1CNC(=O)c1ccco1 | ? | /
N#C/C(=C\c1c(N2CCCCC2)nc2ccccn2c1=O)C(=O)NCc1ccco1 | ? | /
Cc1ccc(NC(=O)c2cccnc2)c([N+](=O)[O-])c1 | i | 4
COc1ccc(C(=O)OCC(=O)Nc2ccc(N3CCOCC3)cc2)cc1 | ? | /
CC1=C(C)CC(C(=O)NC2CCN(C(C)C)CC2)C(C(=O)O)C1 (stereo not drawn) | -10% | -20
O=C1CCSc2cccc3cccc(c23)N1 | 7% | 2
COC(=O)c1ccccc1NC(=O)Cn1nc2n(C)c3ccccc3n2c(=O)c1=O | ? | /
Cc1ccc(NC(=O)CCC(=O)N2CCN(S(=O)(=O)c3ccc(C)cc3)CC2)cc1 | ? | /
OCC(CO)(CO)NCc1ccc(-c2ccccc2)cc1 | 3% | 3
C/C(=N\NC(=O)C1CCCN(S(=O)(=O)c2ccccc2)C1)c1ccccn1 (stereo not drawn) | ? | /
CC1=C(C(=O)Nc2ccccc2)C(c2ccc(C)o2)N2C(=O)CSC2=N1 (stereo not drawn) | ? | /
COc1cccc(-c2nn(-c3ccc(C)cc3)cc2C(=O)N2CCN(C3CCS(=O)(=O)C3)CC2)c1 (stereo not drawn) | ? | /
COc1ccc2c(c1)c(CCN1C(=O)c3ccccc3C1=O)cn2C(=O)c1ccco1 | ? | /
COC(=O)CNc1nc(OC)nc(N(C)C)n1 | 2% | 5
CCOC(=O)C1CCN(C(=O)C2CC(=O)N(c3ccc4c(c3)OCCO4)C2)CC1 (stereo not drawn) | ? | /
Cc1ccc(S(=O)(=O)N(C)Cc2ccc(C(=O)N/N=C3\CCCC(=O)C3)cc2)cc1 | 15% | /
FC(F)(F)c1ccc2c(c1)n(Cc1ccccc1)c1[n+]2CCCCC1 | ? | /
Nc1c(C(=O)NCc2ccc(F)cc2)c2nc3ccccc3nc2n1CCCN1CCOCC1 | ? | /
COc1cc(-c2nc(=S)[nH][nH]2)cc(OC)c1OC | 0% | 4
O=C(Nc1cc(Cl)ccc1Cl)c1ccco1 | 15% | -11
Cc1ccc2nc(Cl)c(/C=N/Nc3ccc(C(=O)O)cc3)cc2c1 | ? | /
Cc1oc(-c2ccc(Cl)cc2)nc1CS(=O)CC(=O)NCCCN(C)C1CCCCC1 (stereo not drawn) | ? | /
CC(NC(=O)c1c(O)c2ccccc2n(C)c1=O)c1ccccc1 (stereo not drawn) | ? | /
Later entries
SMILES | S3 lipid droplet | S3 lipid droplet cell count max
Cc1ccc(C)c(NC(=O)C2CCCN2C(=O)NC2CCCCC2)c1 (stereo not drawn) | -15% | -3
Cc1ccccc1C(=O)Nc1nnc(CC(=O)N/N=C/c2ccncc2)s1 | 0% | -5
O=C(NC1CCCCCCC1)c1cnccn1 | ? | /
CC(=O)Nc1ccc(NC(=O)C(C)c2cccc(C(=O)c3ccccc3)c2)cc1 (stereo not drawn) | ? | /
Cc1nn(C(=O)c2nn(C)cc2Cl)c(C)c1Br | ? | /
CCCCOc1ccc(-c2nnn(CC(=O)c3c[nH]c4ccccc34)n2)cc1 | ? | /
COc1ccc(OC)c(C(=O)c2ccc(C(=O)N3CCCCC3)cc2)c1 | ? | /
CCc1nnc(NC(=O)C2CC(=O)N(Cc3ccccc3)C2)s1 (stereo not drawn) | ? | /
CC(C)C[C@H](NC(=O)c1nc[nH]c1C(=O)NC1CCNCC1)C(=O)OCc1ccccc1 | ? | /
CCC(=O)Nc1ccc(NC(=O)c2ccc3c(c2)OCO3)cc1 | -14% | /
CN(C1=NC(=O)C(CC(=O)Nc2ccc(Br)cc2)S1)c1ccc(O)cc1 (stereo not drawn) | -4% | 2
CCOC(=O)c1[nH]c2ccc(OC)cc2c1NC(=O)c1ccc2c(c1)OCO2 | ? | /
COc1ccc(NC(=O)COC(=O)C23CC4CC(CC(Cl)(C4)C2)C3)c(OC)c1 | ? | /
O=C(NC1CCN(c2ncccn2)CC1)c1ccccc1F | 15% | /
CCCn1c2ccccc2c2nnc(SCc3[nH]c(=O)[nH]c3C(=O)CCCCC(=O)OCC)nc21 | ? | /
C=CCN=c1scc(-c2ccc(F)cc2)n1/N=C/c1ccccn1 | ? | /
O=C(/C=C/c1c(F)cccc1Cl)Nc1cccnc1 | i | -3
CCCCn1c(N)c(N(CC(C)C)C(=O)C(C)SCc2nc3sc(C)c(C)c3c(=O)[nH]2)c(=O)[nH]c1=O (stereo not drawn) | ? | /
CCOC(=O)C1=C(O)C(=O)N(CCCn2ccnc2)C1c1ccc(OC)cc1 (stereo not drawn) | 3% | 17
Cc1cccc(CSC2=NN3CCCC(=O)N=C3S2)c1 | -4% | /

3 entries out of the list above, ordered by their value in S3 lipid droplet, rising:
Structure	S3 lipid droplet	S3 lipid droplet cell count max
CN(C1=NC(=O)C(CC(=O)Nc2ccc(Br)cc2)S1)c1ccc(O)cc1 (stereo not drawn)	-4%	2
CCOC(=O)C1=C(O)C(=O)N(CCCn2ccnc2)C1c1ccc(OC)cc1 (stereo not drawn)	3%	17
O=C(NC1CCN(c2ncccn2)CC1)c1ccccc1F	15%	/

Other structures follow.
SMILES | S3 lipid droplet | S3 lipid droplet cell count max
Cc1ccc(N(C(=O)c2csnn2)C(C(=O)NC2CCCCC2)c2cccnc2)c(C)c1 (stereo not drawn) | i | 22
CN1C(C(=O)NCc2ccc(OC(F)(F)F)cc2)CC2Cn3c(nc4cc5ccccc5cc43)C21 (stereo not drawn) | ? | /
CCCc1nc(SCC(N)=O)[nH]c(=O)c1CC | ? | /
CCc1sc(C(=O)Nc2ccc(F)cc2C)cc1C | 7% | 3
COc1ccc(Cc2nnc(NC(=O)Nc3cccc(OC)c3)s2)cc1 | 10% | 3
COc1ccc(NC(=O)CN(c2ccc([N+](=O)[O-])cc2)S(=O)(=O)c2ccccc2)c(OC)c1 | 5% | -2
Cc1nc2cc(S(=O)(=O)C(F)(F)F)ccc2s1 | ? | /
COCCCNC(=O)Cn1nnc(-c2ccc(NC(=O)c3ccc(F)cc3)cc2)n1 | ? | /
Cc1cccc(OCC(=O)Nc2nnc(S(=O)(=O)N3CCC(C)CC3)s2)c1 | ? | /
CCC1CCCCN1C(=O)CCNC(=O)Cn1cnc2ccccc2c1=O (stereo not drawn) | -7% | 18
COC(=O)c1ccccc1OCCOCCOc1cccc2cccnc12 | -17% | /
CCC(C)(C)NC(=O)c1cc([N+](=O)[O-])ccc1N1CCOCC1 | 19% | -2
CCCCNc1c2c(nc3c(-c4ccccc4)c(C)nn13)CCC2 | ? | /
O=C(NCc1cccnc1)c1noc2c1CCCC2 | i | 1
Cc1cc(N2CCOCC2)nc(N)n1 | ? | /
N#C/C(=C(/O)CSc1n[nH]c(N)n1)c1nc2ccccc2[nH]1 | 14% | 11
CC1=C(C(=O)OCc2ccc3c(c2)OCO3)C(c2ccc(O)c([N+](=O)[O-])c2)NC(=O)N1 (stereo not drawn) | 11% | /
COc1ccc(CNc2ncnc3sccc23)cc1 | ? | /
Cc1ccc(S(=O)(=O)N2CCN(C(=O)COC(=O)/C=C/c3ccccc3F)CC2)c(C)c1 | ? | /
c1ccc(-c2[nH]ncc2CN2CCN(Cc3ccc4c(c3)OCO4)CC2)cc1 | ? | /

In the list so far, four contain a cyano group:
SMILES | S3 lipid droplet | S3 lipid droplet cell count max
CCOC(=O)N1CCC2(CC1)C(C#N)=C(N)Oc1c2sc2nc(C)cc(C)c12 | ? | /
CCOC(=O)Cn1c(-c2ccccc2)cc(SC)c(C#N)c1=O | ? | /
N#C/C(=C\c1c(N2CCCCC2)nc2ccccn2c1=O)C(=O)NCc1ccco1 | ? | /
N#C/C(=C(/O)CSc1n[nH]c(N)n1)c1nc2ccccc2[nH]1 | 14% | 11

Going on with the list.
SMILES | S3 lipid droplet | S3 lipid droplet cell count max
COc1cc(C(=O)OCC(=O)NCCC2=CCCCC2)ccc1OCC(C)C | ? | /
Cc1ccc(CC(=O)O/N=C(\N)c2ccccn2)cc1 | ? | /
N#Cc1ccc(CN2CCN(C(=O)c3cccc(S(=O)(=O)N4CCCCCC4)c3)CC2)cc1 | 24% | 0
COc1cc(C(=O)NNC(=O)c2ccc(S(=O)(=O)N3CCCCC3)cc2)cc(OC)c1OC | ? | /
Cc1nc(NC(=O)c2ccc(Br)s2)sc1C(=O)N(C)C | ? | /
COc1ccc(CC(=O)Nc2nc(-c3cccnc3)cs2)cc1 | ? | /
